Assay outcomes deposited in PubChem BioAssay by several laboratories.
PLCb3 inh: human PLC-beta3 inhibitors, primary screen, biochemical, fluorescence; 1-phosphatidylinositol 4,5-bisphosphate phosphodiesterase beta-3 (Homo sapiens), Q01970; Purified PLC-beta3, fluorogenic substrate; inhibition, % at 12.2 µM; 0.18% of 370,000 active; AID 720704, 2013; in the data active means inhibition above about 11%;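 further: 0% = median of compound wells on plate and 100% = full blocker control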
Target sequence (Q01970 whole entry, looked up): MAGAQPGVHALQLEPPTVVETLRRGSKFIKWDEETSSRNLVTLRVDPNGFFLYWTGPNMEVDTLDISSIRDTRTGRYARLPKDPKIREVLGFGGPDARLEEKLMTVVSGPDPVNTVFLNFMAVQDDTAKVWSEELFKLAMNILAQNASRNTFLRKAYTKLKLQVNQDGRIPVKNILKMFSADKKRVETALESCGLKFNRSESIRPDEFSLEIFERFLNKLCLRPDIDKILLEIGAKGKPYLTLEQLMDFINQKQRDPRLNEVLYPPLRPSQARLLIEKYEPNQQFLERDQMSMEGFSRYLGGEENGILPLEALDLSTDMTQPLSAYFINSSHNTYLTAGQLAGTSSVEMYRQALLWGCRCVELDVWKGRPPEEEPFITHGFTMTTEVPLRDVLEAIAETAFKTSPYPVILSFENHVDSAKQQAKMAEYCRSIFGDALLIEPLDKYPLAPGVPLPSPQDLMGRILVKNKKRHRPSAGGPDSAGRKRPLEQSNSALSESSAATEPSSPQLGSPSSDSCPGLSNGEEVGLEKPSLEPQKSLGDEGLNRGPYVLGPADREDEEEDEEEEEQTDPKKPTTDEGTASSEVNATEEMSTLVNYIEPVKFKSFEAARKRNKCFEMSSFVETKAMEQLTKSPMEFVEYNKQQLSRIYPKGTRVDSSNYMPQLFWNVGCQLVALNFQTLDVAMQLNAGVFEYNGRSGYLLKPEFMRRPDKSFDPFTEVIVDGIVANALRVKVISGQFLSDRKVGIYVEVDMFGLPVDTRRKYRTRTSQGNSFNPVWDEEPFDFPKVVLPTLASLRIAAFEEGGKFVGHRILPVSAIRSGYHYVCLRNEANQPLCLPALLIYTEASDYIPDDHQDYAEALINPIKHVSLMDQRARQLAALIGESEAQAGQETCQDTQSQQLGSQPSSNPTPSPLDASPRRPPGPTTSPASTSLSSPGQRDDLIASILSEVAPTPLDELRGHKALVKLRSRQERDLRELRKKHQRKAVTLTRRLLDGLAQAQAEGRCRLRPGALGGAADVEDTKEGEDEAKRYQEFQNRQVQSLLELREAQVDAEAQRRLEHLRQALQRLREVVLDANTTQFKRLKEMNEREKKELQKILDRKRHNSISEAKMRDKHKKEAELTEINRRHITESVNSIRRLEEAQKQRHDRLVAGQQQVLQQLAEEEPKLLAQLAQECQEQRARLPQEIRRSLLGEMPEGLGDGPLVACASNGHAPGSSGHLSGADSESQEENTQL
DAX1 inh-1: DAX1 (NR0B1) inhibitors, primary screen, cell-based, HEK293, Gal4-DAX1, luciferase luminescence | Nuclear receptor subfamily 0 group B member 1 (Homo sapiens), P51843 | HEK293 Gal4-DAX1 luciferase reporter | inhibition, % at 6.75 µM | 0.99% of 340,000 active | AID 504766, 2011;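 active means inhibition above the mean over all tested compounds plus 3 SD, cut at about 4.2% in these data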;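 further: 0% = DAX1-transfected cells with DMSO and 100% = empty-vector control cells with DMSO; inhibition shows as a rise in luminescence from relieved DAX1 repression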
ssDAF12 agonist: S. stercoralis DAF-12 nuclear receptor activators, primary screen, cell-based, luminescence, HEK293, GRIP1 co-expression, lit1-tk-luc. Nuclear hormone receptor DAF-12 (Strongyloides stercoralis). HEK293 ssDAF-12/GRIP1 lit1-tk-luc reporter; % of 3 µM dafachronic acid response. activation, % at 6.8 µM. 1% of 370,000 active. AID 652126, 2013;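 active means activation above the mean over all tested compounds plus 3 SD, cut at about 0.9% in these data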;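 further: 0% = DMSO-only wells and 100% = 3 µM delta7-dafachronic acid wells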
HGIII-sPLA2 inh: human group III sPLA2 inhibitors, primary screen, biochemical, QFRET, BODIPY PC-A2 liposome substrate. Group 3 secretory phospholipase A2 (Homo sapiens), Q9NZ20. QFRET BODIPY PC-A2 liposome hydrolysis, fluorescence. inhibition, % at 12.2 µM. 0.56% of 370,000 active. AID 743126, 2013;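 active means inhibition above mean plus 3 SD of compounds lying within the high and low control bounds, cut at about 19% in these data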;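 further: 0% = median of test compound wells and 100% = no enzyme DMSO wells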
DAX1 inh-2: DAX1 (NR0B1) inhibitors on StAR promoter, primary screen, cell-based, luminescence, SF-1 (NR5A1), full-length DAX-1; HEK293T StAR-luciferase reporter, SF-1/DAX-1 repression relief; AID 652010, 2013; 1.1% of 370,000 active; inhibition, % at 6.8 µM;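 active means inhibition above the mean over all tested compounds plus 3 SD, cut at about 3.6% in these data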;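 further: 0% = DAX-1 cells with DMSO and 100% = cells lacking DAX-1 with DMSO; higher inhibition means more luminescence from relief of DAX-1 repression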
Rev-erbA mod: modulators of Rev-erb alpha DNA binding, primary screen, biochemical, FITC-DNA, fluorescence polarization, uHTS; Nuclear receptor subfamily 1 group D member 1 (Homo sapiens), P20393; Rev-erbα–FITC-DNA binding, 90 min; activity, % at 10 µM; 0.79% of 370,000 active; AID 1259318, 2017;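 active means activity above about 14%, limit read from the data; passing the limit was not always enough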;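 further: 0% = DMSO wells with 35 nM protein and 100% = DMSO wells with 750 nM protein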
SMARCA2 act: SMARCA2 (BRM) function activators, primary screen, cell-based, luminescence, high throughput; AID 652017, 2013; 1% of 370,000 active; MG213 cells, MMTV-luciferase reporter, dexamethasone, overnight; activation, % at 9.1 µM; in the data active means activation above about 7.8%;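 further: 0% = vehicle wells and 100% = reference activator wells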
PG9 Ab binder: binders of HIV-1 gp120 antibody PG9, primary screen, biochemical, TR-FRET | HIV-1 gp120 / PG9 antibody interaction | TR-FRET gp120-PG9 antibody binding | inhibition, % at 6.7 µM | 0.43% of 360,000 active | AID 624416, 2012; in the data active means inhibition above about 8.5%
hgDAF12 agonist: H. glycines DAF-12 receptor agonists, primary screen, cell-based, luminescence, HEK293, GAL4 fusion, UAS-luciferase; activation, % at 6.8 µM; Nuclear hormone receptor DAF-12 (Heterodera glycines), GAL4 fusion; AID 687014, 2013; 1.8% of 370,000 active; HEK293 GAL4-hgDAF12 UAS-luciferase reporter, agonist luminescence; normalized to butyrate control;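 active means activation above a cutoff set at the mean of all screened compounds plus 3 SD, cut at about 10% in these data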;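 further: 0% = DMSO wells and 100% = sodium butyrate wells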
hcDAF-12 act: H. contortus DAF-12 nuclear receptor activators, primary screen, cell-based, luminescence, HEK293, lit1-tk-luc reporter; 1.4% of 370,000 active; AID 652067, 2013; HEK293 hcDAF-12 lit1-tk-luc reporter; 0% DMSO, 100% Δ7-dafachronic acid; activation, % at 6.8 µM;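 active means activation above the mean of all tested compounds plus 3 SD, cut at about 5.5% in these data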;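 further: 100% = response to 3 µM Δ7-dafachronic acid high control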
FXN GAA850 act: FXN promoter activators, primary screen, cell-based, luciferase luminescence, HEK293 lucGAA850. activation, % at 6 µM. HEK293 lucGAA850 FXN promoter luciferase reporter, 24 h; percent of 10 µM SAHA response. 0.56% of 360,000 active;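 active means activation above the average of all compounds screened plus 3 SD, cutoff fixed separately per campaign, cut at about 7.5% in these data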;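 further: 0% = DMSO wells and 100% = 10 µM SAHA wells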
Numbers without * were called inactive; i = inactive; . = not tested or not shown.

SMILES	PLCb3 inh	DAX1 inh-1	ssDAF12 agonist	HGIII-sPLA2 inh	DAX1 inh-2	Rev-erbA mod	SMARCA2 act	PG9 Ab binder	hgDAF12 agonist	hcDAF-12 act	FXN GAA850 act
CCOC(=O)C1CCCN(Cc2nc(N)nc(Nc3ccc(C)cc3)n2)C1 (configuration not stated)	-10	-1.4	-1.1	-11	-2.0	-4	-4	-0.6	-3.0	-3.1	-4.2
CCc1ccc(C2C3=C(CCCC3=O)OC3=C2C(=O)CCC3)cc1	1	-1.3	-1.0	-4	-0.2	4	-1	-1.8	1.2	-0.5	1.1
Fc1cccc(Cc2c(-c3cccc(Cl)c3)nc3c4ccccc4ccn23)c1	-4	.	0.4	-2	1.3	1	-4	-0.2	1.7	4.6	.
O=C(Cn1c(=O)oc2cccnc21)Nc1ccc(C(F)(F)F)cc1	-11	.	-1.5	0	0.2	-3	4	-1.7	0.8	-2.7	2.0
CCOc1ccc(OC(=O)c2cccnc2)cc1	1	0.4	-1.1	-3	-0.2	2	0	-0.2	-1.1	0.4	-1.5
COC(=O)c1sc(-c2ccccc2)cc1NC(C)=O	-4	-0.3	-1.6	-4	-0.8	-10	3	2.9	3.8	-1.9	2.1
Cc1c(OC(C)C(=O)NCc2cccnc2)ccc2c3c(c(=O)oc12)CCCC3 (configuration not stated)	-50	-1.2	-1.4	3	0.7	-5	-2	1.4	-1.9	-1.8	-0.1
CSc1nsc(SCC(=O)NCc2ccccc2)n1	-4	1.8	-0.5	-14	-0.5	1	1	-2.7	0.0	2.1	2.6
Cc1ccc(-n2c(Cc3cccn3C)nnc2SCC(=O)NCc2ccc3c(c2)OCO3)cc1	-2	-1.3	-1.6	-26	-0.1	2	-3	-0.6	-1.4	-1.1	-0.1
COC(=O)[C@@]12CCCCN1[C@H](c1ccc(-c3ccc(Cl)c(Cl)c3)c(OC)c1)[C@H]1C(=O)N(C)C(=O)[C@H]12	-2	-0.1	-0.6	4	-0.4	6	2	0.7	-0.9	0.2	-0.3
CCC(CC)C(=O)N(C)c1c(C)nc2c(OCc3cccc(Cl)c3)cccn12	-30	.	-1.3	0	-0.9	-6	7	1.3	-4.8	-2.6	-3.1
COc1cccc(C2CC(c3ccc(F)cc3)Nc3nc(N)nn32)c1 (configuration not stated)	-26	-0.7	-0.4	-4	-0.3	4	-1	-0.6	-1.6	-1.5	0.6
C=CCn1cccc(C(=O)Nc2cc(OC)ccc2OC)c1=O	-8	-0.8	-0.3	2	-0.8	-1	-1	1.2	3.8	-0.7	2.8
COC(=O)c1cccc(NC(=O)Cc2ccccc2[N+](=O)[O-])c1C	3	-0.8	-1.4	9	-0.4	0	0	-0.2	-1.4	-0.9	2.1
Cc1c(CCC(=O)NCCCC(=O)O)c(=O)oc2cc3oc4c(c3cc12)CCCC4	-160	-2.0	-2.3	-1	-1.2	0	-7	0.4	-8.7	-6.7	-9.4
COc1ccc(-n2c(=O)/c(=C\c3cccs3)s/c2=C(/C#N)C(=O)NCCN2CCOCC2)cc1	-6	0.3	-1.4	-5	0.3	-6	-1	-0.2	-3.1	-0.9	-2.2
Cc1ccc2sc(NNC(=O)C3COc4ccccc4O3)nc2c1C (configuration not stated)	-12	-0.9	-1.0	17	-0.1	3	-3	-0.4	0.8	4.1	0.4
COc1ccccc1-c1ccc([C@@H]2C[C@H]3[C@H](CON3C)CN2C(=O)c2ccco2)cc1	-1	1.6	-1.1	3	0.3	0	-1	-1.1	-0.1	-2.2	-1.0
COC(=O)NCc1cccc(CNC(=O)OC)c1	3	0.0	-1.1	1	0.5	-1	-1	1.0	0.2	-2.2	0.3
O=C(CSc1nc(-c2ccco2)cc(C(F)(F)F)n1)NN1CCOCC1	0	0.5	-0.4	1	-0.1	0	-1	-1.0	-1.9	-1.3	1.3

The last two records of the section before come first, to join the parts:
SMILES	PLCb3 inh	DAX1 inh-1	ssDAF12 agonist	HGIII-sPLA2 inh	DAX1 inh-2	Rev-erbA mod	SMARCA2 act	PG9 Ab binder	hgDAF12 agonist	hcDAF-12 act	FXN GAA850 act
COC(=O)NCc1cccc(CNC(=O)OC)c1	3	0.0	-1.1	1	0.5	-1	-1	1.0	0.2	-2.2	0.3
O=C(CSc1nc(-c2ccco2)cc(C(F)(F)F)n1)NN1CCOCC1	0	0.5	-0.4	1	-0.1	0	-1	-1.0	-1.9	-1.3	1.3
COCCCNC(=O)C(C#N)c1nc2ccccc2nc1N1CCCC1 (configuration not stated)	2	0.1	-1.6	2	0.0	0	-1	0.9	-1.3	-1.8	-1.9
CCCCn1nnnc1C(CC)N1CCN(C/C=C/c2ccccc2)CC1 (configuration not stated)	-5	.	-1.3	-2	0.7	4	-2	0.1	1.8	-1.2	.
COc1cccc(NC(=O)C2CCCN2C(=O)NC2CCCCC2)c1 (configuration not stated)	-3	2.2	-1.0	4	-0.5	0	1	1.3	-0.3	-0.9	1.2
CC1CCCCN1CCNC(=O)CC1Oc2ccccc2NC1=O (configuration not stated)	-2	4.6*	3.2*	2	1.4	-7	1	-0.9	2.5	2.1	1.0
O=C(Nc1cnn(Cc2ccc(Cl)cc2)c1)c1cnccn1	-3	0.6	-0.9	0	1.1	-3	3	-2.1	0.1	-0.2	-0.6
Cc1ccc(CN(C(=O)COc2ccc(C)c(C)c2)C2CCS(=O)(=O)C2)o1 (configuration not stated)	-13	-0.1	-0.9	-10	-1.8	0	-3	-0.5	0.0	-1.6	-0.5
CCN(C(=O)CN(C1=NC2CS(=O)(=O)CC2S1)c1ccc(OC)cc1)c1cccc(C)c1 (configuration not stated)	-1	.	-0.8	14	-1.8	-7	-2	0.2	-2.0	-0.3	-2.7
COc1ccccc1/C=C/C(=O)NCC(=O)N/N=C/c1ccccc1	-10	3.3	-1.4	6	-0.2	0	-2	-0.9	-3.4	-2.0	1.4
CCOC(=O)c1c(C)oc2cc(Br)c(OCC(N)=O)cc12	-1	-0.8	-0.9	3	-0.7	28*	-5	0.6	-0.4	0.0	-1.3
Cn1c(NC(=O)Cc2cccs2)cc(=O)n(C)c1=O	3	-0.1	-1.5	3	1.3	4	0	0.4	1.1	-2.9	-0.3
CCOc1ccc(/C=C/c2nc(C#N)c(NCCCOC)o2)cc1	i	-2.2	-1.7	5	-1.0	-6	-4	0.8	-1.2	-3.0	-1.6
CC(=O)c1cnc2cc(-c3ccccc3)nn2c1C	-41	0.6	-0.3	1	1.7	15	2	0.3	5.4	1.2	6.5
Cc1ccc2nc(NC(=O)CSCC(=O)OCC(=O)c3ccc(Br)cc3)sc2c1	-6	-1.4	-1.7	-2	-1.0	3	-10	-1.7	-5.9	-2.8	-9.6
COc1cc(O)c2c(=O)c3c(O[C@H]4O[C@@H](CO)[C@H](O)[C@@H](O)[C@@H]4O)ccc(O)c3oc2c1	3	1.9	-1.4	5	-0.2	0	1	-1.7	2.0	-1.3	-0.3
COc1ccc(S(=O)(=O)Nc2cc(C)c(O)c(S(=O)(=O)c3ccccc3)c2)cc1	-8	-1.1	-0.8	-9	-0.2	2	0	-2.0	-0.9	-0.4	-0.1
O=C(OCCOCCN=C1NS(=O)(=O)c2ccccc21)C1CC(=O)N(c2ccccc2)C1 (configuration not stated)	1	-0.3	-0.9	-1	-0.3	-2	0	-0.4	3.2	-1.1	-1.9
CC(=O)Nc1ccc(S(=O)(=O)NNC(=O)CCC(=O)Nc2cc(C)ccc2C)cc1	3	0.4	-1.0	-1	-0.6	2	1	-1.7	4.7	-1.7	0.5
CCc1ccc2[nH]c3nc(N/N=C/c4cccc(O)c4)nnc3c2c1	-10	0.4	-2.2	-12	0.2	-30	0	-0.4	-5.6	-1.9	0.2
O=C(c1ccncc1)N1CCN(c2cccc(C(F)(F)F)c2)CC1	3	1.1	-1.6	-3	-0.4	0	-1	0.7	-3.0	-1.3	1.1
CCOC(=O)c1ccc(NC(=O)c2cc(OC)c(OC)c(OC)c2Br)cc1	-2	2.2	-2.0	-8	-0.2	-2	-3	-0.6	-0.4	-3.6	-1.5
O=C(Cc1ccccc1)Nc1cccc(N2C(=O)C=CC2=O)c1	2	-0.1	-1.2	4	-0.1	-2	4	0.9	-2.2	-2.6	9.0*
COC(=O)Cn1ccc2cc(S(=O)(=O)N3CCCCC3)ccc21	-7	-0.3	-0.7	2	-0.5	-1	-1	0.6	-0.9	-1.6	0.1
Cc1cc(=O)oc2cc(Oc3ccc([N+](=O)[O-])cc3[N+](=O)[O-])ccc12	-63	-0.3	-1.3	7	0.3	-3	-3	1.3	1.6	-2.0	-6.4
CC(C)C1Cc2c(C#N)c(N)sc(=S)c2CO1 (configuration not stated)	-62	-0.1	-1.6	-10	-0.5	2	-4	3.5	-0.1	0.1	0.8
O=C(C[C@H]1CC[C@H](NC(=O)C2CCOCC2)[C@@H](CO)O1)NCc1ccncc1	3	.	-0.2	4	-0.6	7	-5	1.4	0.4	-2.8	.
O=C(CSc1nc2ccc([N+](=O)[O-])cc2s1)NCC1CCCO1 (configuration not stated)	-7	0.4	-0.9	8	-0.6	-2	-3	-3.1	0.8	-1.1	0.8
C[C@H]1[C@H](N(Cc2ccccc2)Cc2ccccc2)CC[C@@]23CCCN2C(=O)CCC[C@@H]13	1	.	-1.4	0	.	4	.	.	-2.1	-1.4	.
COc1ccc([C@@H]2C[C@H]3[C@@H](CN2S(=O)(=O)c2ccccc2)C(=O)C[C@@H](c2ccccc2)N3S(=O)(=O)c2ccc(C)cc2)cc1	2	1.1	-0.8	-7	-2.0	-8	-1	-1.3	-2.5	-2.0	-3.4
O=S1(=O)c2ccc(N3CC[C@@H](O)C3)cc2OCCCN1C1CC1	0	.	-1.3	-2	0.1	5	-3	.	-1.7	-2.1	.
Cc1cc(C)c(S(=O)(=O)N2CCN(C(=O)N3CCCCC3)CC2)c(C)c1	2	0.1	-1.6	-5	-0.7	-2	-1	-0.8	-1.8	-2.8	0.6
Cn1ncc(C#N)c1NC(=O)c1nn2cccnc2c1Cl	-15	0.2	-1.7	-3	0.2	-1	2	1.2	-1.0	-0.6	0.0

Rows were taken by chance, and some 7% of all compounds hit somewhere here.
